# SIRT5 inh: SIRT5 desuccinylase inhibitors, primary screen, biochemical, fluorescence imaging, single point, set 5 | inhibition, % at 15 µM | NAD-dependent protein deacylase sirtuin-5, mitochondrial (Homo sapiens), Q9NXA8 | Purified SirT5, succinyl-peptide AMC, trypsin-coupled fluorescence | 1.1% of 330,000 active; in the data active = inhibition above about 15%
# Target sequence (Q9NXA8 whole entry, looked up): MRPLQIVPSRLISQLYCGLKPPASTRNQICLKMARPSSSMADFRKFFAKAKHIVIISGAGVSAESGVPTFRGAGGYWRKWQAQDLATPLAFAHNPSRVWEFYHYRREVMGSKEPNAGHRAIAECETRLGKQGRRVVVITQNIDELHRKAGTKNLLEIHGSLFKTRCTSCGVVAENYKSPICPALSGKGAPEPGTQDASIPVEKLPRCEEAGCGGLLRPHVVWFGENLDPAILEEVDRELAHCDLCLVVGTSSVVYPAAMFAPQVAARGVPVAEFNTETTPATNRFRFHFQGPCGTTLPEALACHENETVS
# FN deposit inh: inhibitors of fibronectin matrix deposition, primary screen, AH1F cells, Alexa488-fibronectin fluorescence, plate reader; 0.086% of 350,000 active; AID 743247, 2014; inhibition, % at 12.6 µM; AH1F fibroblasts, overnight;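 active = mean inhibition across replicates of 30% or more, regardless of how many single replicates reach that level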;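 also: positive control wells lacked labelled fibronectin entirely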
#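 Material: AH1F fibroblast monolayer depositing Alexa488-labelled fibronectin into matrix / Amount: 10000 AH1F cells per well / Signal: fluorescence 485/525 nm / Medium: DMEM, 2% serum / Compound: single dose, pinned / Incubation: 1 h cell adhesion before compound, then overnight fibronectin incubation / Reagent: Alexa488-FN, 24 nM final / Read-out: inhibition of fibronectin deposition signal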
# LGR2 inh: inhibitors of bursicon-induced LGR2 CRE-luciferase signal, primary screen, cell-based, HEK293, CRE-luciferase reporter, bursicon stimulation. Drosophila bursicon receptor LGR2 (rickets). bursicon-stimulated, 4 h. inhibition, % at 9.99 µM. 0.35% of 380,000 active. AID 720647, 2013;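 active = drop in luminescence signal, shown as inhibition above about 50% in the replicate tests, limit read from the data, passing the limit was not always enough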;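 also: agonist challenge used bursicon conditioned medium at about half maximal strength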
# esBAF inh: Bmi1 luciferase reporter increase in mESCs, primary screen, esBAF inhibitor project, mouse ES cells, Bmi1 luciferase knock-in, single point | 24 h; 100% = twice the neutral-well signal | reporter increase, % at 12.5 µM | 2% of 350,000 active; in the data active = activation above about 40%;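 also: 0% = median of the plate's neutral control wells and 100% = double that signal; a rise in the Bmi1 reporter signal indicates esBAF inhibition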
# C2C12 statin: suppressors of statin myotoxicity in C2C12 myotubes, primary screen, cell-based, single point, plate reader; rescue of ATP level, % at 7.49 µM; 0.78% of 330,000 active; AID 602340, 2012; C2C12 myotubes + simvastatin, ATP luminescence, 48 h; scaled: DMSO 0, geranylgeraniol control 100;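 active = mean ATP rescue above about 67%, or every replicate alone reaching that limit, limit read from the data, passing the limit was not always enough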;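 also: myotubes were challenged with 10 µM simvastatin during compound exposure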
# CASP6 VEID inh: human caspase-6 inhibitors, primary screen, biochemical, VEID-R110 fluorescence, single point, set 2; P55212; purified caspase-6, Z-VEID-R110 cleavage fluorescence; inhibition, % at 12.5 µM; 0.53% of 350,000 active; AID 686996, 2013;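 active = mean inhibition across replicates at least about 35%, with every replicate also reaching that limit, limit read from the data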;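 also: 0% = median of neutral control wells and 100% = no fluorescence left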
# Target sequence (P55212 24-179 limits assumed): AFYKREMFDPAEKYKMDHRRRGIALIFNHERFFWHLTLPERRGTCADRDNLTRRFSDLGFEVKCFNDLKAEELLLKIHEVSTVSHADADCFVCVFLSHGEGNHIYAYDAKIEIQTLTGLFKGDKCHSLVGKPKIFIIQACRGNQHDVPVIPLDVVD
# Target sequence (P55212 194-293 limits assumed): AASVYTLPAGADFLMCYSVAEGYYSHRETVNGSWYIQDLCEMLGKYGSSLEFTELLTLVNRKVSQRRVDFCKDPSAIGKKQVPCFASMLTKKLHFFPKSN
# S100A4 inh HTS: inhibitors of S100A4-myosin IIA peptide binding, primary screen, biochemical, fluorescence polarization, TAMRA-MyoIIA peptide; 0.14% of 360,000 active; Protein S100-A4 (Homo sapiens), P26447; inhibition, % at 10.7 µM;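 active = mean inhibition of at least 70% across replicates, with every replicate also reaching that level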
# Target sequence (P26447 whole entry, looked up): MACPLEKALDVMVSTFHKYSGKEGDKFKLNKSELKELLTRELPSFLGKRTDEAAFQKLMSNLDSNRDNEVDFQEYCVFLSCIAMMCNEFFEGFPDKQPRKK
#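 Material: S100A4 monomer protein / Buffer or medium: 50 mM HEPES pH 7.2, 10 mM CaCl2, 100 mM KCl / Times: 5 min incubation before reading / Benchmarks: neutral control DMSO, positive control TFP / Reagent: labelled myosin peptide probe, 5 nM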
# Numbers without * were called inactive; / = no result given; & = joins results of further samples. This is a subset; count on the stated rates, not on these rows.
SMILES,SIRT5 inh,FN deposit inh,LGR2 inh,esBAF inh,C2C12 statin,CASP6 VEID inh,S100A4 inh HTS
COc1cccc(C=NNC(=S)NN=Cc2cccc(OC)c2OC)c1OC,-3,-10,-8,12,-23,0,-2
C[C@@H]1CCCCO[C@H](CN(C)Cc2ccc(Cl)c(Cl)c2)[C@@H](C)CN([C@H](C)CO)C(=O)c2cc(NC(=O)Nc3cccc4ccccc34)ccc2O1,2,/,-4,-6,/,-1,-7
Cc1cccc(C)c1NC(=O)C(c1ccccc1)N(C)CCc1ccccc1 (stereo not drawn),1,0,-26,7,13,-2,-5
COc1ccc(-c2csc(C(C)(O)c3ccncc3)n2)cc1OC (stereo not drawn),/,10,-15,-3,-5,1,-5
CC(Cc1ccccc1)N/C=C1/CC(=O)NC1=O (stereo not drawn),/,-8,/,-3,7,/,/
CCOc1ccc2nc(NS(C)(=O)=O)sc2c1,/,-8,/,9,0,/,/
CCOc1ccc(C(C(=O)NCC2CCCO2)N(C(=O)c2snc(C(N)=O)c2N)c2ccccc2F)cc1 (stereo not drawn),-2,-1,2,10,-15,3,-2
COc1ccc(NC(=O)CSc2nc3c([nH]c4ccccc43)c(=O)n2C)cc1,/,3,-1,6,5,-1,-1
CCCCCCSc1cccc(-c2nc3ccc(C)cn3c2NCc2ccccc2)c1,1,12,-91,7,-17,1,-2
CCn1cc(C(=O)O)c(=O)c2cc(F)c(N3CCN(C(=S)NC(=O)c4cccc(C)c4)CC3)cc21,-5,13,7,/,/,1,4
Cn1/c(=N/NC(=O)c2cccc(OC(F)F)c2)sc2ccccc21,9,-5,-7,/,/,-1,-19
Cc1ccc(C)c(OC(=O)CN2C(=O)c3ccccc3C2=O)c1,9,6,-30,-4,13,1,3

# The final 3 entries of the section before open the next one:
SMILES,SIRT5 inh,FN deposit inh,LGR2 inh,esBAF inh,C2C12 statin,CASP6 VEID inh,S100A4 inh HTS
CCn1cc(C(=O)O)c(=O)c2cc(F)c(N3CCN(C(=S)NC(=O)c4cccc(C)c4)CC3)cc21,-5,13,7,/,/,1,4
Cn1/c(=N/NC(=O)c2cccc(OC(F)F)c2)sc2ccccc21,9,-5,-7,/,/,-1,-19
Cc1ccc(C)c(OC(=O)CN2C(=O)c3ccccc3C2=O)c1,9,6,-30,-4,13,1,3
CCN(CC)CCCN=C1N[C@@H](c2cccc(C(F)(F)F)c2)C(C(=O)OC)=C(C)N1CC,/,0,-8,-2,-20,-8,3
CC(=O)Nc1ccc(C(=O)Nc2nnc(CCc3ccccc3)s2)cc1,0,-2,-9,-1,7,-2,-3
COc1ccccc1C(=O)NC(=O)CSc1nncn1C(C)C,-2,6,5,3,17,0,-1
c1cncc(-c2noc(CC3CCCCC3)n2)c1,/,0,/,42*,-5,/,/
CCN1C(=O)C2(Nc3ccccc3-c3nc4ccccc4n32)c2cc(OC)ccc21 (stereo not drawn),/,-3,/,5,-6,/,/
CCC(=O)NCCCNc1nc2c(C)cccc2cc1C#N,-1,1,30,/,/,6,-11
CO[C@@H]1CN(C)C(=O)c2cc(NC(=O)Nc3cccc(Cl)c3)ccc2OC[C@H](C)NC[C@@H]1C,1,4,-2,1,-8,-4,-8
CCN(CCCNC(=O)Cn1ncc2c(=O)oc3ccccc3c21)c1cccc(C)c1,-4,-14,18,-10,1,0,2
C[C@@H]1CCCCO[C@@H](CN(C)C(=O)Cc2ccccc2)[C@@H](C)CN([C@H](C)CO)C(=O)c2cc(NC(=O)c3ccccc3)ccc2O1,2,-6,-1,-5,/,-2,-3
C[C@@H]1CN([C@H](C)CO)C(=O)c2cc(C#Cc3ccccc3)cnc2O[C@@H]1CN(C)C(=O)c1ccccc1F,1,3,2,1,-1,2,74*
C[C@H](O)[C@@H]1C(=O)N2CCc3ccc(-c4cccc(F)c4)cc3[C@@H]2C[C@@H]1N(C)S(=O)(=O)c1ccccc1,-3,11,18,2,-3,4,-6
Nn1c(SCc2cccc(F)c2)nnc1-c1cccnc1,2,7,-14,2,15,-1,0
C[C@H](CO)N1C[C@H](C)[C@@H](CN(C)C(=O)c2cnccn2)Oc2cc(Br)ccc2S1(=O)=O,6&0,3,9,-4&-17,-7&7,-2&-7,30&0
Cc1ccc2oc(C(=O)N(C)Cc3ccon3)c(C)c2c1,14,-2,-75,52*,-1,0,0
CCc1ccc(NC(=S)N2CCC(NC(=O)c3ccccc3OC)CC2)cc1,0,3,-7,23,9,1,0
Cc1ccc(C(=O)NC2CC(C)(C)NC(C)(C)C2)cc1C,/,0,/,7,7,/,/
CCOc1cccc(C(=O)Nc2ccncc2)c1,-2,-6,-4,/,/,0,-4
Cc1ccc(C(=O)Nc2ccc(S(=O)(=O)N3CCCC3)cc2)s1,0,3,-7,2,-20,-3,-4
Cc1cc2c(cc1C)-n1nnnc1C(N(C)Cc1ccccc1)C(=O)N2 (stereo not drawn),-4,-7,3,/,/,3,-2
COc1ccc(CCC(=O)Nc2nc(C)c(C(=O)N(C)C)s2)cc1,-3,3,-1,-12,9,6,0
O=C1NC(c2cc(Cl)cc([N+](=O)[O-])c2O)Nc2ccccc21 (stereo not drawn),1,6,10,-2,-5,2,-4
Cc1nn(CC(=O)NCCCN2CCCCC2C)c(=O)c2cccn12 (stereo not drawn),-5,5,-1,5,22,-20,-9
CC1(C(=O)NCc2ccco2)Cc2c(-c3ccccc3)ccnc2O1 (stereo not drawn),/,-5,2,-15,-26,0,-3
COc1cccc(-c2cc3nc(-c4ccccc4)cc(N4CCC5(CC4)OCCO5)n3n2)c1,-8,/,4,-8,-6,-5,1
C[C@H]1CN([C@@H](C)CO)C(=O)c2cc(NS(C)(=O)=O)ccc2O[C@@H]1CN(C)S(=O)(=O)c1cn(C)cn1,-5,/,0,-5,-1,-1,5
O=C(c1ccco1)N(CCCN1CCOCC1)c1nc(-c2ccc(Cl)cc2)cs1,/,/,8,-6,-15,/,/
COc1cccc(S(=O)(=O)N2[C@@H]3CNC[C@H]2C3c2ccc(-c3cccc(C)c3)cc2)c1 (stereo partly drawn),5,0,7,/,/,1,-15
O=C(C[C@@H]1CC[C@H](NS(=O)(=O)c2ccc(F)cc2)[C@H](CO)O1)NC1CCCCC1,-1,9,-5,2,-1,0,1
O=C1NC(=O)C2C3C=CC(C12)C1C(=O)NC(=O)C31 (stereo not drawn),/,11,-13,/,/,4,22
CCC(=O)N1CCc2cc(S(=O)(=O)CCC(=O)N3CCN(c4ccc(Cl)cc4)CC3)ccc21,0,9,6,/,/,-2,-11
Cc1cc(C)c(S(=O)(=O)Nc2nnc(CC(C)C)s2)c(C)c1,3,9,/,-5,9,0,-7
COc1ccccc1NC(=O)N1CC(=O)N2[C@H](CO)[C@@H](c3ccc(-c4ccc(F)cc4)cc3)[C@H]2C1,2,/,-7,/,/,0,6
Cc1ccc(NS(=O)(=O)c2ccc(-c3coc(C)n3)cc2)c(Cl)c1,0,-4,-2,0,2,5,-9
Nc1ccc2c(c1)OC1(CCCC1)O2,-4,-8,15,-54,21,-2,-17
CC1Cc2ccccc2N1C(=O)/C=C/c1cccc(F)c1 (stereo not drawn),3,-17,-60,90*,-14,4,-5
O=C(NCc1ccco1)C(c1cccs1)N(C(=O)Cc1cccs1)c1ccccc1 (stereo not drawn),/,5,/,-1,7,/,/

# Sorted by the number under S100A4 inh HTS (high to low): some entries from above.
structure | SIRT5 inh | LGR2 inh | esBAF inh | CASP6 VEID inh | S100A4 inh HTS
COc1ccccc1NC(=O)N1CC(=O)N2[C@H](CO)[C@@H](c3ccc(-c4ccc(F)cc4)cc3)[C@H]2C1 | 2 | -7 | / | 0 | 6
CC1Cc2ccccc2N1C(=O)/C=C/c1cccc(F)c1 (stereo not drawn) | 3 | -60 | 90* | 4 | -5
Cc1cc(C)c(S(=O)(=O)Nc2nnc(CC(C)C)s2)c(C)c1 | 3 | / | -5 | 0 | -7
CCC(=O)N1CCc2cc(S(=O)(=O)CCC(=O)N3CCN(c4ccc(Cl)cc4)CC3)ccc21 | 0 | 6 | / | -2 | -11
Nc1ccc2c(c1)OC1(CCCC1)O2 | -4 | 15 | -54 | -2 | -17

# Additional results follow:
SMILES,SIRT5 inh,FN deposit inh,LGR2 inh,esBAF inh,C2C12 statin,CASP6 VEID inh,S100A4 inh HTS
O=C(Nc1ccc(OC(F)(F)F)cc1)c1ccc2ccccc2n1,-2,-9,-22,/,/,-4,-9
CCCCCCOC(=O)c1ccccc1NC(=O)/C=C/C(=O)O,/,4,/,36,12,/,/
C[C@H](CO)N1C[C@H](C)[C@@H](CN(C)Cc2ccc3c(c2)OCO3)Oc2c(NC(=O)Nc3ccc4c(c3)OCO4)cccc2C1=O,-2,/,1,21,-24,-2,8
CCS(=O)(=O)N[C@H]1CC[C@H](CC(=O)NCc2ccc(F)cc2)O[C@H]1CO,4,2,-10,2,5,0,13
COc1ccc(S(=O)(=O)NCC2CCCN(Cc3ccc(O)cc3)C2)cc1 (stereo not drawn),-4,-4,18,-4,-9,8,21
COc1ccc(NC(=O)COC(=O)CCc2ccc(S(=O)(=O)N3CCOCC3)cc2)cc1OC,-1,6,-12,7,8,-5,-1
CCCCN(C)C(=O)c1sc(=O)n(Cc2cc(Cl)ccc2OC)c1C,/,9,-3,1,-3,0,1
COc1ccccc1NC(=O)CSc1nnc(CC(=O)Nc2cccc(C(F)(F)F)c2)n1C,/,8,/,-6,-5,/,/
C[C@H]1CN([C@@H](C)CO)S(=O)(=O)c2ccc(C#Cc3ccccc3)cc2O[C@@H]1CN(C)C,14,/,0,-11,-24,0,3
CCOC(=O)c1c(C)[nH]c(C(=O)CSc2nnc(CC(C)c3ccccc3)o2)c1C (stereo not drawn),/,-5,/,-2,-6,/,/
C[C@@H]1CN([C@@H](C)CO)C(=O)c2cc(C#CC3CC3)cnc2O[C@@H]1CN(C)C(=O)c1ccccc1,-3,/,-17,0,-7,0,7
CCOC(=O)c1c(C)[nH]c(C(=O)COC(=O)[C@H](C)NC(=O)c2ccccc2Cl)c1C,3,7,/,/,/,2,4
CS(=O)(=O)N(CC(=O)N1CCCCC1)Cc1ccccc1,17*,2,1,-12,4,0,-4
COc1ccc2c(CC(=O)NNC(=O)c3ccccc3F)coc2c1,/,7,-24,-2,2,-4,8
Cn1c(SCC(=O)N2CCN(c3ccccc3)CC2)nnc1-c1cc2ccccc2o1,/,-3,-3,5,-21,/,/
O=C(CCN1C(=O)C2CC=CCC2C1=O)Nc1ccccc1Cl (stereo not drawn),0,-2,6,-5,-7,-2,-4
CN(C)C(=O)COC(=O)c1cccnc1Nc1ccccc1F,1,-5,-2,/,/,0,-6
CCCNC(=O)Cn1cnc2sc(C(=O)N3CCN(Cc4ccc5c(c4)OCO5)CC3)c(C)c2c1=O,/,-9,12,-1,2,0,-3
COc1ccc(C(=O)C2CCCN(C(=O)C3CCOCC3)C2)cc1OC (stereo not drawn),4,0,-46,-6,-4,0,-2
O=C(CNC(=O)C1COc2ccccc2O1)N/N=C\c1ccccc1Cl (stereo not drawn),-1,7,8,-5,4,5,3
COc1ccccc1NC(=S)N1CCCc2ccccc21,4,-4,3,21,-16,4,17
C=CCNC(=O)c1cc(Cl)cc(Cl)c1,/,9,-1,/,/,-2,2
CCN1CCN(C(=S)NC(CC(=O)c2ccccc2)c2ccccc2)CC1 (stereo not drawn),0,1,-15,/,/,3,-1
Cc1cc(C)c(C(=O)N2CCCC(Nc3ccc(F)cc3)C2)o1 (stereo not drawn),4,5,7,-3,-1,2,-2
COC(=O)c1cn(NC(=O)/C=C/c2cccc(OC)c2OC)c(=O)c2ccccc12,-3,-5,6,/,/,-2,4

# Assay outcomes from PubChem.
